# KKLEB cytotox: cytotoxicity in KKLEB CF airway cells, primary screen, cytotoxicity control for CF NF-kB inhibitor project, cell-based, uHTS, fluorescence assay plates | KKLEB CF airway cells viability, ATPlite luminescence, overnight; active compounds read low; cells stimulated with P. aeruginosa culture filtrate | 0.36% of 360,000 active | activity change (cytotoxicity), % at 5 µM | AID 602141, 2011;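 active means corrected activity change at or below -50% at 5 µM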
# CF NFkB block: inhibitors of PAF-induced NF-kB signaling, primary screen, cell-based, GFP fluorescence, uHTS. inhibition, % at 5 µM. 0.86% of 360,000 active. KKLEB NF-kB-GFP reporter, GFP fluorescence overnight. AID 588850, 2011;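 active means at least 50% inhibition at 5 µM, scaled per plate between neutral and stimulator controls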;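 further: PAF is a Pseudomonas aeruginosa culture filtrate used as stimulus; plate controls were PAF-stimulated DMSO wells for no effect and unstimulated DMSO wells for full effect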
# TRPM1 prom inh: inhibitors of MITF-dependent TRPM1 promoter reporter, primary screen, cell-based, SK-MEL-5, single point, luciferase | SK-MEL-5 TRPM1 promoter luciferase, 24 h | inhibition, % at 12.5 µM | 0.83% of 330,000 active;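 active means mean inhibition across replicates of 60% or more, whatever share of single replicates reaches that level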; further: values of inactives mirror those of a sister screen read the other way
# TWEAK-Fn14 inh: inhibitors of TWEAK-Fn14 signaling, primary screen, luciferase reporter cells, uHTS. TWEAK-stimulated Fn14 reporter cells, luciferase luminescence, 8 h. inhibition, % at 10 µM. 2% of 360,000 active; in the data active means inhibition above about 50%
# Shn3 inh set2: reduction of Shn3 3'UTR firefly luciferase signal, primary screen, Schnurri-3 inhibitor project, cell-based, Clone20 osteoblasts, set 2; Clone20 osteoblast Shn3 3'UTR firefly luciferase, 24 h; inhibition, % at 12.5 µM; 0.52% of 360,000 active; AID 588674, 2011;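 active means mean inhibition of at least 75% with every replicate also reaching 75%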;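 further: 0% = median of neutral control wells and 100% = pilot-screen positive control compound; some compounds past the cut are filed as inactive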
# HIF-2a inh: HIF-2a reporter inhibitors, primary screen, luminescence, 786-0 RCC cells | 786-0 RCC cells HIF-2a reporter, luciferase luminescence, overnight | AID 624352, 2012 | 0.72% of 360,000 active | inhibition, % at 18.8 µM;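 active means inhibition of the luminescence signal of 40% or more relative to plate controls, in a single-dose primary screen at 18.75 µM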
# NR2E3 ag-1: inhibitors of NR2E3-RetCOR corepressor binding, primary screen, NR2E3 agonist project, biochemical, TR-FRET, GST-NR2E3, biotin-RetCOR; AID 2300, 2010; 0.12% of 320,000 active; 1536-well; Photoreceptor-specific nuclear receptor (Homo sapiens), Q9Y5X4; inhibition of corepressor binding, % at 4.78 µM;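 active means percent inhibition above the cutoff of mean plus 3 SD of all tested compounds, set per screening campaign, cut at about 20% in these data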;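 further: 0% = DMSO wells and 100% = biotin wells as full block of FRET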
# Target sequence (Q9Y5X4 whole entry, looked up): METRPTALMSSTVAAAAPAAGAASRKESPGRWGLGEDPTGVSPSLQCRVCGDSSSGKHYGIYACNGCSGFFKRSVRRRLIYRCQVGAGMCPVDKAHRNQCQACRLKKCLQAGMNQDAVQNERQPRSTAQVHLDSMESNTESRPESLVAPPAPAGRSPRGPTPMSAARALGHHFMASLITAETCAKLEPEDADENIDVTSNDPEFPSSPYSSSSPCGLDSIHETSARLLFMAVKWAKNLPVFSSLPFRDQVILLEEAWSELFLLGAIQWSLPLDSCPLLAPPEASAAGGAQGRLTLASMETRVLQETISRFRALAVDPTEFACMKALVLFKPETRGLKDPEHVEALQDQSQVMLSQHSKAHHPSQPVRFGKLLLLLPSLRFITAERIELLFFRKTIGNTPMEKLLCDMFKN
#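 Material: NR2E3–RetCOR corepressor complex / Incubation: Compound–protein incubation for 5 h at 4 °C / Dosing: compound at 4.8 µM, single dose / Detection: time-resolved FRET / Benchmarks: high control biotin, low control 0.6% DMSO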
# TRAIL sens C8: viability loss with TRAIL in NB7+C8 cells, primary screen, TRAIL sensitizer project, cell-based, ATPlite luminescence | inhibition (viability loss, TRAIL sensitization), % at 10 µM | 1% of 360,000 active;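 active means compounds causing at least 50% loss of cell viability in the single-dose screen, relative to plate controls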
# NR2E3 ag-2: NR2E3 agonists in two-hybrid cells, primary screen, cell-based, luminescence, CHO-S, Gal4-NCOR/VP16-NR2E3 | Photoreceptor-specific nuclear receptor (Homo sapiens), Q9Y5X4 | luciferase | inhibition of corepressor binding, % at 3.98 µM | 0.35% of 360,000 active | AID 602229, 2012;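 active means inhibition above the mean of all tested compounds plus 3 SD, cut at about 70% in these data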;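 further: 0% = DMSO with NR2E3 transfected cells and 100% = cells lacking NR2E3 construct; higher means lower luciferase signal from less NR2E3 corepressor binding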
# Peg3 prom inh: Peg3 promoter-driven luciferase inhibitors, primary screen, cell-based, HeLa, luciferase luminescence; HeLa PEG-Prom luciferase reporter, overnight; inhibition, % at 20 µM; 1.7% of 360,000 active;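 active means inhibition of at least 50% at 20 µM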
# TROY NFkB inh: inhibitors of TROY-driven NF-kB signaling, primary screen, Q293 LMP1-TROYcd cells, NF-kB luciferase, uHTS; Q293 LMP1-TROYcd NF-kB luciferase reporter, 4 h; inhibition, % at 10 µM; 0.98% of 360,000 active; AID 1347056, 2019;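 active means compounds whose plate-normalised and pattern-corrected inhibition of the luciferase reporter signal at the single screening dose is 50% or more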
# Active calls of the source: *; nt = not tested or not shown. A portion of the library; the hit share may differ from the screen's.
SMILES,KKLEB cytotox,CF NFkB block,TRPM1 prom inh,TWEAK-Fn14 inh,Shn3 inh set2,HIF-2a inh,NR2E3 ag-1,TRAIL sens C8,NR2E3 ag-2,Peg3 prom inh,TROY NFkB inh
O=[N+]([O-])c1ccc(CN2CCCCCC2)s1,10,-4,8,-2,-17,17,1,0,0,9,3
COc1cccc(CNC(=O)c2cc3c(cc2Cl)N2CCCCCC2=NS3(=O)=O)c1,33,-32,2,-3,1,5,-1,16,-24,4,-4
COC(=O)c1cccc(C(=O)Nc2ccc(F)cc2)n1,-2,7,21,3,-13,-15,3,-1,-2,11,-22
Nc1nc2ccc(S(=O)(=O)c3ccc4nc(N)sc4c3)cc2s1,-20,17,-2,-6,-15,48*,2,10,19,13,20
CC1CC(C)(C)NC(=S)N1CCC(=O)N1CCc2ccccc2C1 (stereo not drawn),-5,-3,8,8,17,2,0,-29,-4,2,-23
COc1ccc(S(=O)(=O)N(CC(=O)Nc2cc(C)on2)Cc2ccccc2)cc1,12,-2,2,14,4,9,1,10,-10,-25,5
CN(Cc1ccccc1)C(=O)CCC(=O)N(C)Cc1ccccc1,-1,2,-62,-7,-33,-153,2,-3,-41,-125,-25
CCS(=O)(=O)c1nc(S(=O)(=O)c2ccc(C)cc2)c(NCCCn2ccnc2)s1,-20,-17,-2,12,-10,2,-2,-16,-6,-8,-16
CCOC(=O)C1=CCN(S(=O)(=O)c2ccc(C)cc2)C1c1ccc(Cl)cc1 (stereo not drawn),-12,16,nt,14,8,1,nt,5,-17,29,-3
COc1ccc(/C=N/NC(=O)CNC(=O)c2ccc3c(c2)OCCO3)cc1OC,6,-1,5,1,16,6,0,0,-17,14,1
CC(C)N(CCC#N)C(=O)Nc1ccc2c(c1)CCO2,8,3,4,-13,-6,7,-1,1,-21,13,-13
Cc1ccccc1CN1CCNC(=O)C1CC(=O)O (stereo not drawn),0,2,4,10,-7,4,3,-13,-17,10,-8
CC1(C)CC(=O)C2=C(C1)OC1=C(C(=O)CC(C)(C)C1)C2c1ccccc1,-15,1,-1,11,14,8,2,-12,-28,23,6
COc1ccc(Cl)cc1C(=O)NNC(=S)NC(=O)c1ccc(F)c(F)c1,3,18,33,-33,44,25,-2,1,-1,23,-2
c1ccc(-c2nnc(-c3ccccn3)s2)nc1,3,-13,20,81*,-2,-34,-1,38,-103,-38,28
CC(C)CN(C(=O)C(c1ccccc1)c1ccccc1)c1c(N)n(CC(C)C)c(=O)[nH]c1=O,-5,15,-2,14,-16,25,2,-5,4,16,7
COC(=O)c1ccc2c(CCO)c[nH]c2c1,-9,-1,5,1,-8,-118,0,7,-43,-82,-54
Cc1cccc(N2C(=O)C3C(c4ccccc4)OC4(C(=O)c5ccccc5C4=O)C3C2=O)c1 (stereo not drawn),8,-3,5,19,-11,-4,7,4,-31,20,39
COc1ccccc1CN(C(=O)Cc1cccs1)C(C(=O)NC1CCCC1)c1ccncc1 (stereo not drawn),-13,-17,-6,-5,10,-1,3,3,-45,3,-11
COc1ccc(/C=C/C(=O)Nc2ccc(C)cc2)cc1S(=O)(=O)N1CCOCC1,0,16,-6,-5,-31,-77,-1,18,1,-32,1
CCOC(=O)N1CCN(C(=O)c2ccc3c(c2)N=C(CC)c2cc(C)ccc2S3)CC1,-14,13,17,-10,28,7,-2,2,13,17,15
Cc1ccc(C)c(N(CC(=O)NCc2ccco2)C(=O)CNS(=O)(=O)c2ccc(F)cc2)c1,2,-5,10,20,-9,6,1,3,12,9,-1
CC(C)Nc1ncnc2c1ncn2[C@H]1CN(Cc2ccc(-c3ccccc3)cc2)C[C@@H](CO)O1,-4,-16,nt,18,33,4,nt,13,73*,9,30
COc1ccccc1/C=C\C=N\NC(=O)c1ccco1,12,9,-35,-8,-20,-88,-4,0,-27,-61,-54
CCN(CC)C(=O)c1cccc(NC(=O)c2cc(C3CC3)nc3c2cnn3C(C)C)c1,-2,25,nt,8,-36,16,-1,-6,-6,20,9
Cn1cc(C(=O)NS(=O)(=O)Nc2ccc(Br)cn2)c2ccccc21,13,-46,-24,-26,-32,-121,2,17,-22,-62,-27
COC(=O)C1[C@H]2SC(C)(C)C(C(=O)OC)N2C(=O)N1Cc1nc2ccccc2s1 (stereo partly drawn),8,-38,12,10,-3,-2,3,-7,-8,-3,0
O=c1ccc(-c2nc3ccccc3n2Cc2ccc(Cl)cc2)c[nH]1,-20,-15,8,-6,2,1,5,-2,-5,16,5
COc1cc(OC)c(C2=NOC(C(=O)Nc3ccc4c(c3)OCO4)C2)cc1Cl (stereo not drawn),17,-17,4,-8,14,-37,1,-7,0,-5,3
NC(=O)C1=C(c2ccccc2)c2ccccc2C1=O,-11,16,37,8,-6,51*,nt,3,-19,22,40
COC(=O)C1(CCSC)NC(c2ccc(O)cc2)C2C(=O)N(c3ccc(F)cc3)C(=O)C21 (stereo not drawn),-2,8,5,-12,-1,17,6,2,-14,13,25
CC(CC(=O)NCc1cccnc1)c1ccccc1 (stereo not drawn),-3,10,5,-6,-4,15,-6,-9,-4,26,15
CCCCN(C(=O)CSCC(=O)Nc1cccc(C)c1)c1c(N)n(Cc2ccccc2)c(=O)[nH]c1=O,1,4,0,-24,2,11,-4,2,-4,8,-2
CCCSc1nc2c(c(=O)[nH]c(=O)n2C)n1Cc1ccccc1,-5,25,0,-34,6,14,-1,-23,-23,22,14
O=C(NCCCO)C(=O)NCc1ccncc1,11,2,4,4,-15,11,1,-3,10,2,-17
CCc1nnc(NC(=O)CSc2nccn2-c2ccccc2)s1,0,21,5,2,23,-6,0,14,-17,-5,-17
COC(=O)c1sc(S(=O)(=O)NCc2cccs2)c(C(=O)OC)c1C,8,0,7,12,2,-10,0,9,0,17,-27
Cc1sc2ncn(CC(=O)NCCc3ccccc3)c(=O)c2c1C,3,5,8,-4,-12,8,2,2,1,-5,-11
CC(=O)Oc1ccc(/C(C)=N/N2CCN(Cc3ccc(C)cc3)CC2)cc1,-4,-9,8,-1,17,24,-1,-9,9,4,-21
Cc1nnsc1S(=O)c1ccc(Br)cc1 (stereo not drawn),-4,-6,nt,5,5,14,4,-7,-26,7,1
Cc1ccc(N2CC(C(=O)NCc3ccc(C)n3C)CC2=O)cc1 (stereo not drawn),5,10,-5,9,1,14,4,-8,-23,15,-6
Cc1nc2ncnn2c(C)c1Cc1c(Cl)cccc1Cl,-1,14,6,-18,-6,21,1,-2,-12,5,-9
CNC(=S)N(CCc1c(C)[nH]c2ccc(C)cc12)Cc1cc(OC)c(OC)c(OC)c1,-2,-18,nt,-26,19,13,1,1,-22,31,-10
O=C(COC(=O)c1ccccc1NS(=O)(=O)c1cccs1)NCC12CC3CC(CC(C3)C1)C2,2,9,5,30,13,8,0,2,-5,15,61*
COc1ccc(N2CCN(CCC3Oc4cc([N+](=O)[O-])ccc4NC3=O)CC2)cc1 (stereo not drawn),15,-10,0,-4,15,19,1,-4,-24,11,0
COC(=O)c1ccc(NC(=O)c2cccc(NC(=O)c3ccccc3)c2)cc1,-4,-3,1,-21,-6,-19,4,-44,-5,-16,7
Cc1nc2ccc(S(=O)(=O)NCC(=O)Nc3cccc(F)c3)cc2s1,3,-18,-1,-5,-5,21,-1,-5,2,18,17
Cn1c(SCc2ccc([N+](=O)[O-])cc2)nc2c(c1=O)SCC2,-15,-38,-9,3,66,-4,2,0,-12,17,33
COc1ccc(CN2C(=O)c3ccccc3C2C(=O)NC2CCCCCC2)c(OC)c1 (stereo not drawn),-4,3,-13,-19,-10,25,nt,-2,-4,3,-10
COc1ccc(CNC(=O)CN(C)CC(=O)Nc2ccccc2Br)cc1,3,16,-9,-27,-10,-7,nt,-1,-13,11,-12
CN1C(=O)/C(=C2/C=CC=CN2C)OC1=S,1,-25,-2,-15,-16,1,-6,-3,6,3,-4
CCOC(=O)c1[nH]c(=O)[nH]c1CSCCO,-6,4,-2,-10,3,7,5,-6,-26,14,17
Cc1nc(-c2nnc(-c3ccccc3)o2)c(C(F)(F)F)o1,20,-26,1,-4,-21,-90,2,4,-44,-35,-30
O/N=C/c1cc(Br)ccc1OCc1cccc(F)c1,-4,6,-16,-6,-54,-180,-2,8,-53,-94,-12
CCCN(CC(=O)Nc1ccc(C(N)=O)cc1)CC(=O)Nc1ccc(Cl)cc1Cl,-4,1,-5,-25,5,2,-1,-10,0,12,-4
Cc1ccc(S(=O)(=O)N2CCC(C(=O)NCC(C)(C)N3CCOCC3)CC2)c(C)c1,10,18,5,-10,-2,2,8,6,4,10,7
COc1cc(/C=C2/SC(=S)N(CCC(=O)N3CCN(C)CC3)C2=O)cc(OC)c1OC,-3,9,nt,7,-47,-12,nt,-3,-13,53*,14
CCOc1ccc(NC(=S)NCCN2CCN(Cc3ccccc3)CC2)cc1,-8,18,1,-15,18,8,-2,-10,11,14,17
Cc1nc(N)[nH]c(=O)c1CCCNc1ccc([N+](=O)[O-])cc1,-2,6,-19,-14,-19,-56,nt,-3,-2,-60,-36
Cc1c(CN(C)C(=O)c2sc3cc(Cl)ccc3c2Cl)cnn1C,-11,23,5,10,19,5,0,1,48,2,16

# Next results:
SMILES,KKLEB cytotox,CF NFkB block,TRPM1 prom inh,TWEAK-Fn14 inh,Shn3 inh set2,HIF-2a inh,NR2E3 ag-1,TRAIL sens C8,NR2E3 ag-2,Peg3 prom inh,TROY NFkB inh
O=C(O)C12CC3CC(C1)CC(n1ncc(NCc4ccco4)c(Cl)c1=O)(C3)C2,6,3,3,22,4,14,-6,4,11,16,6
Cc1ccsc1-c1nc(CN2CCCC2c2ccc(F)cc2)c(C)o1 (stereo not drawn),15,-16,-7,2,-6,16,-1,0,13,5,7
CCN(C)c1ccc(/C=N\n2nnnc2N)cc1,2,-9,-21,-5,-71,-240,1,24,-184,-213,-25
C/C(=N\n1c(C)nc2ccccc2c1=O)c1ccc(N)cc1,-2,11,nt,1,10,16,2,2,-8,-8,-9

# Screening results: PubChem BioAssay, several laboratories
